Cav32 inh = blocks human Cav3.2 T-type calcium channel; B-score at 10 µM; O95180; Cav3.2-expressing cells, Fluo-4 calcium fluorescence FDSS; stronger effect = lower value; 100,000 tested, 4% active; AID 449739;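 active = single-dose well whose peak fluorescence ratio is a statistical outlier from its plate by either plate-standardised score or position-corrected B-score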
Starred values were filed as active, the others as inactive. These rows are one share of the data, so the mix of outcomes need not match the whole.

A first look, 6 compounds:
SMILES	Cav32 inh
CCCSC1=C(C#N)C(c2ccc(OC)cc2)C2=C(CC(C)(C)CC2=O)N1 (configuration not stated)	0.33
CCCc1nc(SCC(=O)Nc2ccc(N3CCOCC3)cc2)c2ccccc2n1	-0.0098
COc1ccc(C(=O)Oc2c(C)occc2=O)cc1OC	-0.12
COc1ccc(S(=O)(=O)Nc2cc(C(C)C)c(O)cc2C)cc1	-4.8*
O=C1CC(c2ccc3c(c2)OCO3)c2cc3c(cc2N1)OCCO3 (configuration not stated)	-1.3
Cc1ccc(CNC(=O)CS(=O)(=O)CC(=O)O)cc1	-0.22

All compounds of this part, from the first entry:
SMILES	Cav32 inh
CCCSC1=C(C#N)C(c2ccc(OC)cc2)C2=C(CC(C)(C)CC2=O)N1 (configuration not stated)	0.33
CCCc1nc(SCC(=O)Nc2ccc(N3CCOCC3)cc2)c2ccccc2n1	-0.0098
COc1ccc(C(=O)Oc2c(C)occc2=O)cc1OC	-0.12
COc1ccc(S(=O)(=O)Nc2cc(C(C)C)c(O)cc2C)cc1	-4.8*
O=C1CC(c2ccc3c(c2)OCO3)c2cc3c(cc2N1)OCCO3 (configuration not stated)	-1.3
Cc1ccc(CNC(=O)CS(=O)(=O)CC(=O)O)cc1	-0.22
Cc1nn(C)c(C)c1S(=O)(=O)N(CC(=O)NCc1cccs1)c1ccc(C(C)C)cc1	-0.37
COC(=O)c1c(C(=O)OC)c(C)n(Cc2ccco2)c1C	1.2
CCOc1ccc2nc(N3CCC(C(=O)N4CCN(C(=O)c5ccco5)CC4)CC3)sc2c1	1.6
CCc1cccc2c(C(=O)COC(=O)c3c(C)noc3C)c[nH]c12	-0.24
COc1ccc(Cc2nnc(SCC(=O)NCCc3ccccc3)o2)cc1	-1
CCOc1ccc(C(=O)N(C)C2CCS(=O)(=O)C2)cc1 (configuration not stated)	0.34
CCN(CC)c1nc(=S)nc(NC(C)(C)C)[nH]1	0.3
CCOC(=O)C1=C(C)NC(=O)NC1C1CC=CCC1 (configuration not stated)	0.19
Cc1cccc(NCc2nc(-c3ccccc3)no2)c1	0.051
Fc1cccc(CCN2C(=S)NC[C@@H]2Cc2ccccc2)c1	-1.8
Cn1cccc1Cc1nnc(SCC(=O)Nc2ccc(Cl)cc2)n1-c1ccc(F)cc1	-9.8*
CCC(C(=O)O/N=C(\N)c1ccccc1)c1ccccc1 (configuration not stated)	-3.6*
CCCn1c(SCC(=O)c2cc(C)ccc2C)n[nH]c1=O	0.87
Cn1c(=O)c2c(SCc3cccnc3)nc(C3CC3)nc2n(C)c1=O	0.058

Marked active in Cav32 inh (from the list above):
SMILES	Cav32 inh
COc1ccc(S(=O)(=O)Nc2cc(C(C)C)c(O)cc2C)cc1	-4.8*
Cn1cccc1Cc1nnc(SCC(=O)Nc2ccc(Cl)cc2)n1-c1ccc(F)cc1	-9.8*
CCC(C(=O)O/N=C(\N)c1ccccc1)c1ccccc1 (configuration not stated)	-3.6*

Next section:
SMILES	Cav32 inh
CCOC(=O)C1CCCCN1Cc1ccc(OC)c(OC)c1OC (configuration not stated)	0.68
O=C(Nc1ccccc1C(=O)O)c1ccccc1	0.87
CCOC(=O)c1ccc(N2C(=O)c3n[nH]c(C)c3C2c2ccc(O)cc2)cc1 (configuration not stated)	-0.068
Cc1ccccc1CSCC(Nc1ccc(C(=O)O)cc1[N+](=O)[O-])C(=O)O (configuration not stated)	1.6
CCn1c2ccccc2c2cc(NC(=O)CSc3nnc(-c4cccc(C)c4)o3)ccc21	-1.6
CCc1cc2c(NCC3CCCO3)nc(C)nc2s1 (configuration not stated)	-1.1
CCC1CCCCN1CCCNC(=O)C1CCC(=O)N1Cc1ccc(C)cc1 (configuration not stated)	0.17
CCN(CC)C(=O)C1CCCN(Cc2ccc(OC)c(C)c2)C1 (configuration not stated)	0.0086
CCCCS(=O)CC(COCc1ccccc1)OC(=O)CSc1nc(C)cc(C)n1 (configuration not stated)	1.1
COC(=O)c1scc(C)c1N/N=C(\C)c1ccc(F)cc1F	-0.028
CC(=O)CSc1ncnc2nc[nH]c12	-0.21
Cc1cc(NC(=O)c2ccc(COc3ccc(Cl)c(C)c3)o2)no1	0.75
OCOCCCn1c(C2CCCN2c2nc(-c3ccc(F)cc3)cs2)nc2cc(Cl)c(N3CCCCC3)cc21 (configuration not stated)	-1.7
Cc1ccc(C)c(N(C(=O)Cn2nnc3ccccc32)C(C(=O)NCc2ccco2)c2ccncc2)c1 (configuration not stated)	1.2
O=C(c1ccccc1F)N1CCN(CC2CC3C=CC2C3)CC1 (configuration not stated)	0.032
Cc1ccc2oc(=O)c3cnn(CC(=O)N(Cc4ccco4)C4CCCCC4)c3c2c1	-1.7
COc1ccc(CCNC(=O)c2ccco2)cc1	0.81
O=C1Nc2ccccc2C12OCC(COc1ccc(Cl)cc1)O2 (configuration not stated)	-5.4*
CCOC(=O)C1=C(CNC2CCCCC2)NC(=O)NC1c1cc(C)ccc1C (configuration not stated)	-3.9*
CCOc1cc(-c2cn(S(=O)(=O)c3cccc4nsnc34)nc2N)cc(OCC)c1OCC	2.2
Cc1occc1C(=O)N/N=C/c1cccnc1	0.31
Cc1sc2nc(C)n(/N=C/c3ccc(O)cc3)c(=O)c2c1C	-0.019
CC(C)CNS(=O)(=O)c1ccc(CCC(=O)NCC2CCCO2)cc1 (configuration not stated)	-0.0061
COc1cccc(C(=O)NC(Cc2ccccc2)c2ccc3c(c2)OCCCO3)c1 (configuration not stated)	-0.89
CN(c1cccc(NC(=O)CN(c2ccc(C34CC5CC(CC(C5)C3)C4)cc2)S(C)(=O)=O)c1)S(C)(=O)=O	-2.4
O=[N+]([O-])c1cccc(S(=O)(=O)N2CCC(c3nc(-c4ccncc4)no3)CC2)c1	1.2
COC(=O)c1ccc(Oc2cc(C)nc(-n3nc(C)cc3C)n2)cc1	-1.5
COCCCNc1nc2c(c(=O)[nH]c(=O)n2C)n1CC(O)COc1ccccc1C (configuration not stated)	0.28
NC(=O)c1ccccc1NC(=O)CCc1ccccc1	0.022
Cc1sc(NC(=O)c2ccco2)c(C(c2cccnc2)N2CCCC2)c1C (configuration not stated)	-0.82
COc1cccc(OCc2cc(C3Nc4ccccc4C(=O)N3Cc3ccco3)ccc2OC)c1 (configuration not stated)	-0.59
COc1cccc(NC(=O)Cn2c(=O)c3c(ncn3Cc3ccccc3)n(Cc3ccccc3)c2=O)c1	-0.15
Cc1ccccc1NC(=O)CNc1ccccc1C(=O)NCc1ccco1	-1.1
CCn1c(N)nc2ccccc21	1.1
CCOC(=O)C1CCCN(Cc2ccc(OCC)cc2)C1 (configuration not stated)	-0.014
CCOC(=O)c1cc(C#N)c(N2CCCC2)nc1-c1ccccc1	0.43
CCN(CC)c1ccc(C2=NNC(=O)CC2C)cc1[N+](=O)[O-] (configuration not stated)	0.62
Cc1cc(NC(=O)CSc2nc3c(sc4ccccc43)c(=O)n2CCCN2CCOCC2)n[nH]1	-1.8
CC(=O)n1cc(-c2ccncc2)c2ccccc21	0.24
CN1CCN(S(=O)(=O)c2ccc3ccccc3c2)CC1	0.51

Reprinted at random: 2 compounds from above
SMILES	Cav32 inh
COc1ccc(CCNC(=O)c2ccco2)cc1	0.81
Fc1cccc(CCN2C(=S)NC[C@@H]2Cc2ccccc2)c1	-1.8

(listing goes on)
SMILES	Cav32 inh
O=C(c1cccc(Cl)c1)N1CCC(=O)N(C(COCc2ccccc2)Cc2ccccc2)CC1 (configuration not stated)	-1.4
CC(CCc1ccccc1)NC(=O)CSc1nnnn1C (configuration not stated)	0.095
COc1ccc(C(=O)N2CCc3ccccc32)cc1	0.015
CCN1CC=C2C(C#N)=C(N)C(C#N)(C#N)C(CCc3ccccc3)C2C1 (configuration not stated)	-2.4
Cc1ccc(C(=O)c2cc(C)sc2NC(=O)CN2CCN(C(=O)c3ccco3)CC2)cc1	-1.4
COc1ccccc1NC(=S)Nc1cccc(F)c1	0.49
C/C(CC(=O)Nc1cccc(Cl)c1)=N\NC(=O)Cc1ccc(Cl)cc1	-9.1*
COCCOc1nc2c(c(=O)n(C)c(=O)n2C)n1Cc1cccc(OC)c1	0.14
Cc1ccc(N(CC(N)=O)C2SC(=O)N(C)C2=O)cc1 (configuration not stated)	-0.12
CCCOc1ccc(/C=C/C(=O)Nc2ccc([N+](=O)[O-])cc2C)cc1	0.035
O=C(c1cc2ccccc2o1)N1CCN=C1SCc1cccnc1	1.3
N/C(CCN1CCOCC1)=N/O	0.74
Cc1ccc(CN(C(=O)Cn2nnc3ccccc32)C(C(=O)NCc2ccco2)c2cccs2)cc1 (configuration not stated)	-9.4*
Cc1csc(NC(=O)C2C3C=CC(C3)C2C(=O)O)n1 (configuration not stated)	0.16
CCC(C)Sc1nc(O)cc(=O)[nH]1 (configuration not stated)	0.96
Cc1cc(C(=O)NC(C)c2ccc3c(c2)OCO3)cs1 (configuration not stated)	-3.5
CC1CCC(NC(=O)C2CCN(C(=O)NC3CCCCC3)CC2)CC1 (configuration not stated)	0.43
O=C(NC1CCCC1)c1ccc(COCC(F)(F)C(F)F)o1	-3.4
CCCCCOc1ccc(C(=O)C(c2ccccc2)N2CCOCC2)cc1 (configuration not stated)	-3.6
COC(=O)C1=C(C)N(c2cccc(Cl)c2)C(=O)C1	0.97
CC1CCCC(N2C(=O)NC(NC(=O)c3ccco3)(C(F)(F)F)C2=O)C1C (configuration not stated)	-0.41
CCOCCOC(=O)C1=C(C)N(C)C(=O)NC1c1ccccc1Cl (configuration not stated)	0.41
CCCCOC(=S)NC(=O)c1sc2ccccc2c1Cl	-0.33
O=c1oc(-c2ccccc2)nc2c1cnn2-c1ccccc1	0.46
O=C(COC(=O)c1ccco1)Nc1ccc(Br)cc1	-0.34
Cc1ccc2c(c1)C1(SCCS1)C(=O)N2	-0.00087
O=C(COC(=O)c1cc(-c2cccs2)nc2ccccc12)NCc1ccco1	-0.064
COc1ccc(OC)c(NC(=O)NCc2ccc(F)cc2)c1	0.38
CCCCOc1ccc(C(=O)N2CCCC2C(=O)O)cc1 (configuration not stated)	0.049
CCOC(=O)c1cccc(C(=O)OCC)n1	0.067
COC(=O)c1ccc(N2CCN(S(=O)(=O)c3ccc(C)cc3)CC2)c([N+](=O)[O-])c1	0.53
CN(C)c1ccnc(-n2cccc2/C=N/OCc2ccc(F)cc2Cl)c1C#N	-5.4*
O=C(O)C1CCCN1S(=O)(=O)c1ccc2ccccc2c1 (configuration not stated)	0.53
COc1ccc(C2COc3cc(O)ccc3C2)c(OC)c1O (configuration not stated)	-3.1
O=C(Nc1nnc(CCN2CCOCC2)s1)c1ccccc1	0.18
CCOC(=O)c1c(C)nc2ccccc2c1C	-0.099
Cc1onc(-c2ccccc2)c1C(=O)N1CCN(CCc2ccccc2)CC1	0.68
C#CCn1c(S(=O)(=O)Cc2ccccc2Cl)nc(-c2ccccc2)c1-c1ccccc1	-7.2*
Clc1cccc(/C=N/Nc2ncnc3ccccc23)c1	-0.18
COc1cc(/C=N/NC(=O)COc2ccccc2C)ccc1OC(=O)c1cccs1	-0.21

6 consecutive records out of the list so far, for reference:
SMILES	Cav32 inh
O=C(O)C1CCCN1S(=O)(=O)c1ccc2ccccc2c1 (configuration not stated)	0.53
COc1ccc(C2COc3cc(O)ccc3C2)c(OC)c1O (configuration not stated)	-3.1
O=C(Nc1nnc(CCN2CCOCC2)s1)c1ccccc1	0.18
CCOC(=O)c1c(C)nc2ccccc2c1C	-0.099
Cc1onc(-c2ccccc2)c1C(=O)N1CCN(CCc2ccccc2)CC1	0.68
C#CCn1c(S(=O)(=O)Cc2ccccc2Cl)nc(-c2ccccc2)c1-c1ccccc1	-7.2*

Going on with the list:
SMILES	Cav32 inh
CC(=O)Nc1ccc(NS(=O)(=O)c2ccc3ccccc3c2)cc1	-0.33
O=c1[nH]ncn1-c1ccccc1C(F)(F)F	1.5
O=S(=O)(NCCO)c1cccc2cccnc12	0.016
COCc1cc(C)n(CC(=O)Nc2ccccc2C(=O)OC)c(=O)c1C#N	-0.099
Cc1ccc2nc(SC(C)C(=O)NCc3ccco3)[nH]c2c1 (configuration not stated)	1.5
Cc1ccc(S(=O)(=O)N2CCC(=O)N(CCOC(=O)NCc3ccccc3)CC2)cc1	0.14
CCN(CCCNC(=O)COc1cc(=O)n(C)c2ccccc12)c1cccc(C)c1	-0.8
CCOC(=O)C1CCCN(c2nnnn2-c2ccccc2)C1 (configuration not stated)	0.25
COc1cc2c(cc1OC)C1(Nc3c-2c(-c2ccccc2)nn3-c2ccccc2)C(=O)Nc2ccccc21 (configuration not stated)	-1.4
C=CCOc1ccc(/C(O)=C2/C(=O)C(=O)N(CCCn3ccnc3)C2c2cccs2)cc1 (configuration not stated)	-0.019
CC(C(=O)OCC(=O)Nc1ncc(Cl)cc1Cl)N1C(=O)c2ccccc2C1=O (configuration not stated)	0.49
CCC(CC)C(=O)Nc1cccc(C(=O)c2ccccc2)c1	-1.2
CN(C)c1ccc(NC(=O)c2cccc(N3C(=O)C4C5C=CC(C5)C4C3=O)c2)cc1 (configuration not stated)	0.048
COc1cccc(N2CCN(Cc3nc(N)nc(N4CCCc5ccccc54)n3)CC2)c1	-2.4
O=C(CCS(=O)(=O)c1cccc2nsnc12)N1CCN(Cc2ccc3c(c2)OCO3)CC1	0.53
CCOc1cc(S(=O)(=O)N(CC)CC)ccc1Br	-2.1
CCCOc1ccc(N2C(=O)CC(N(Cc3ccc(S(N)(=O)=O)cc3)C(=O)CC)C2=O)cc1 (configuration not stated)	-0.36
CNC(=O)c1ccccc1S(=O)c1ccccc1C#N (configuration not stated)	0.0071
COc1ccc(C(=O)NCc2ccc(-c3nc4ccccc4s3)cc2)cc1	-1.5
O=C1CSC(=S)N1c1cccnc1	0.83
C/C(CC(=O)Nc1ccc(Cl)c(Cl)c1)=N\NC(N)=S	-1.1
Cc1nc2cc(NC(=O)NCCC3=CCCCC3)ccc2o1	0.025
COc1ccc(OC)c(C(=O)NC(CC(N)=O)c2ccc(NCCN3CCOCC3)c([N+](=O)[O-])c2)c1 (configuration not stated)	0.26
O=C(OCc1cc(=O)n2cc(Br)ccc2n1)C1COc2ccccc2O1 (configuration not stated)	-0.98
